Rin1 Abl inh: inhibitors of human Rin1-Abl protein interaction; inhibition, % at 7.35 µM; P00519+Q13671; TR-FRET Rin1/Abl binding, biochemical; 360,000 tested, 0.4% active; in the data active means inhibition above about 5%, passing the limit was not always enough
E coli Lon inh: inhibits E. coli Lon protease | P0A9M0 | purified E. coli Lon protease, fluorescence polarization | inhibition, % at 7.94 µM | 360,000 tested, 0.42% active | AID 602123; in the data active means inhibition above about 13%, passing the limit was not always enough;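 further: 0% = enzyme with probe and DMSO and 100% = no enzyme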
MsrA act: activators of bovine methionine sulfoxide reductase A. purified bovine MsrA, absorbance read-out. activation, % at 10.6 µM. 360,000 tested, 0.3% active; in the data active means activation above about 7.5%;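 further: 0% = vehicle and 100% = reference activator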
Neddyl block: blocks human cullin neddylation; P61081+Q13564; TR-FRET cullin neddylation, biochemical; calls only at 25 µM; 360,000 tested, 0.58% active; in the data active means inhibition above about 36%
MsrA inh: inhibitors of bovine MsrA; purified bovine MsrA, absorbance read-out; 360,000 tested, 0.75% active; inhibition, % at 15.5 µM; AID 651718; in the data active means inhibition above about 4.5%;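 further: 0% = vehicle wells with enzyme and 100% = reference inhibitor wells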
FAS TE block: inhibitors of human fatty acid synthase thioesterase domain. 360,000 tested, 0.67% active. recombinant FAS-TE, OMFH fluorogenic substrate, fluorescence endpoint. inhibition, % at 15 µM. AID 602261;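 active means compounds whose normalised, plate-corrected inhibition of enzyme fluorescence in the single-dose primary screen is 50% or more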;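 further: 0% = DMSO with enzyme and 100% = substrate without enzyme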
CSN inh: inhibitors of human CSN-mediated cullin deneddylation | Purified CSN, SCF-Nedd8-OG deneddylation, fluorescence polarization | inhibition, % at 12.5 µM | 360,000 tested, 0.38% active;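 active means pattern-corrected inhibition above about 35%, with an unprinted fluorescence ratio check between 0.5 and 1.5, limit read from the data, passing the limit was not always enough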;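 further: 0% = enzyme with substrate and 100% = substrate without enzyme; some results filed as inactive read as strong as hits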
Target sequence (Q92905 whole entry, looked up, one chain of several): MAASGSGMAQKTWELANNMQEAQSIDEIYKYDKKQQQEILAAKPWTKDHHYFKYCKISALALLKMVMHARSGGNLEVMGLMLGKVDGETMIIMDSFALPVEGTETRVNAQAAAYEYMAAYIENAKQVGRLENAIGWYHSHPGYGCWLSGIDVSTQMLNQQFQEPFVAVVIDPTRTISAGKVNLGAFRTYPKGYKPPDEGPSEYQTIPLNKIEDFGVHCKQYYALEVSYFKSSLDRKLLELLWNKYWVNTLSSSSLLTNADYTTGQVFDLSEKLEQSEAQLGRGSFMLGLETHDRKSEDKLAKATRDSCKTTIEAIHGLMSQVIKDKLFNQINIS
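Material: purified human Csn5 enzyme expressed in HEK293T cells / Medium: Tris buffer pH 7.5, NaCl, DTT, Tween-20, trehalose, ovalbumin / Compound dosing: 12.5 µM single point / Schedule: 90 min incubation of compound, enzyme and substrate at room temperature / Signal: fluorescence polarization of the substrate / Control set: no-enzyme wells high, enzyme-with-substrate wells low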
Tb MetRS inh: blocks T. brucei methionyl-tRNA synthetase activity | purified T. brucei MetRS, ATP depletion, Kinase-Glo luminescence | inhibition, % at 11.9 µM | 360,000 tested, 0.4% active | AID 624268;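 active means inhibition above a per-plate cutoff of the control wells' mean inhibition plus 3 SD, cut at about 5.5% in these data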;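 further: 0% = DMSO wells median and 100% = median of wells with control inhibitor compound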
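technique = Kinase-Glo luminescence, ATP depletion format | system = purified MetRS (methionyl-tRNA synthetase) enzyme from Trypanosoma brucei | timing = 15 min preincubation, 2 h reaction, all 25 °C | evaluation = percent inhibition versus plate control medians | dosing = single dose, 11.9 µM final nominal, 0.9% final DMSO | also added = substrates ATP, L-methionine and bulk Escherichia coli tRNA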
MLLE-PAM2 inh: blocks PAM2 peptide binding to the PABP1 MLLE domain; GST-MLLE / FITC-PAM2 fluorescence polarization; inhibition, % at 20 µM; 360,000 tested, 0.36% active; AID 588489; in the data active means inhibition above about 35%, passing the limit was not always enough;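 further: plate controls were DMSO wells with GST-MLLE for no effect and wells lacking GST-MLLE protein for full effect; some results filed as inactive read as strong as hits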
Target sequence (P11940 whole entry, looked up, the tested form may be a part): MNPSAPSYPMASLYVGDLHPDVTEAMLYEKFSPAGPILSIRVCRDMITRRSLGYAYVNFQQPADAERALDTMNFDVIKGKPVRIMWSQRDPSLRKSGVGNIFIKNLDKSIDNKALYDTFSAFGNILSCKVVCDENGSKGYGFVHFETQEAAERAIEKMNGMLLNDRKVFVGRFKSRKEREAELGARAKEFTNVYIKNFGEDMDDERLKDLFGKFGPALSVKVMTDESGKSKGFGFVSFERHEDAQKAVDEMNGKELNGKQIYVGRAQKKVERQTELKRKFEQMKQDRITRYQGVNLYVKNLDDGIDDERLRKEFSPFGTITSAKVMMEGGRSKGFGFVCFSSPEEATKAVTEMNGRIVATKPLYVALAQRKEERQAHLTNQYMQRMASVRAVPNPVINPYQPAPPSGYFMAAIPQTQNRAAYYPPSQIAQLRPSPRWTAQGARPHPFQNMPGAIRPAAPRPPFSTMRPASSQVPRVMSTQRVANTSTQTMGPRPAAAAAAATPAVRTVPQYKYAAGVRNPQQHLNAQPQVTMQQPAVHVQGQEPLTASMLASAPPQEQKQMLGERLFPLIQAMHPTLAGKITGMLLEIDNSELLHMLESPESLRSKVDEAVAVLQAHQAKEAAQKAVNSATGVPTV
Active calls of the source: *; i = inactive; . = not tested or not shown; + = active, no number.

Results follow in this order: Rin1 Abl inh, E coli Lon inh, MsrA act, Neddyl block, MsrA inh, FAS TE block, CSN inh, Tb MetRS inh, MLLE-PAM2 inh
- CC(C)CCOc1ccc(C(CC(N)=O)C(=O)O)cc1 (stereo not drawn)
  2, 1, 7, i, -1.4, -5, 0, -0.5, 3
- Cn1c(CNc2nc(-c3ccccc3)cs2)nnc1SCC(=O)OC1CCCCC1
  0, -6, -8, i, -0.3, 9, -3, -1.5, 15
- COc1ccc(-c2nn(-c3ccccc3)cc2CNCCN2CCOC2=O)c(F)c1
  0, -6, -1, ., 0.4, -2, -6, 0.4, -9
- COC(=O)[C@H]1[C@H]2C[C@H]3c4[nH]c5ccccc5c4CCN3C[C@H]2CC[C@@H]1O
  -2, 4, 0, i, -1.2, -2, 1, -0.8, 4
- O=C(NCc1ccco1)c1cnc2sccn2c1=O
  4, -5, -7, i, 3.9, -7, 2, 0.1, -1
- COC(=O)c1c(NS(=O)(=O)c2ccccc2)csc1C
  -3, 0, -3, i, -0.8, 2, 0, 0.0, -11
- CC(=O)N/C(N)=N/c1nc(=O)c2ccccc2s1
  -4, 5, -1, i, 1.9, -6, -2, 0.4, -5
- CCOC(=O)N1CCN(C(=O)NC23CC4CC(CC(C4)C2)C3)CC1
  1, 0, 1, i, 0.2, -1, -3, -0.1, -2
- O=C(N1CCOCC1)N1CCOCC1
  -4, -7, -2, i, 1.1, -7, 1, -0.3, -1
- COc1ccc2[nH]c(C)c(CCNC(=S)Nc3ccccc3C)c2c1
  0, -7, -1, i, 0.4, 0, -2, 0.1, -14
- Cc1ccc(NC(=O)C(=O)NCC2CCCO2)cc1 (stereo not drawn)
  -1, 1, -2, i, 0.2, -12, 5, 0.0, 7
- COc1cc(CNCc2ccccn2)ccc1OCC(=O)NC1CCCCC1
  -1, 2, -1, i, -0.4, -11, 0, 0.3, 13
- Cc1cc(NC(=O)Cn2nc(C(=O)O)c3ccccc3c2=O)c([N+](=O)[O-])cc1C
  1, -4, -2, i, 2.3, -1, 8, 0.1, 0
- COC(=O)c1cn(NC(=O)Cc2ccc(Cl)cc2)c(=O)c2ccccc12
  3, -16, -5, i, -1.3, 18, -1, -0.5, -8
- Nc1cc2nn(-c3ccccc3)nc2cc1Cl
  -3, -2, 2, ., 0.4, 8, 5, 0.7, -4
- Cc1nn(C)cc1C(C)NC(=O)c1cc(COc2ccc(F)c(F)c2)on1 (stereo not drawn)
  2, 11, -1, i, -1.0, -3, -5, -0.3, -7
- COC(=O)C1=C(C)NC2=C(C(=O)CC(C)(C)C2)C1c1cnn(C)c1C (stereo not drawn)
  1, -7, -2, +, 1.9, -15, -5, 0.0, -11
- CCC(Sc1nc2ccccc2c(=O)[nH]1)C(=O)O (stereo not drawn)
  3, -3, 0, i, 0.9, -1, 4, -0.1, 2
- COc1ccc(NC(=O)/C(C#N)=C/c2ccc(Br)o2)cc1
  6, -8, -7, i, 1.5, -6, 11, 0.0, -4
- Cc1cc(C(=O)NC2CCCCC2)c(C)o1
  1, -4, -5, i, -0.2, -7, -2, -0.5, 16
- O=C(NCc1ccccn1)Nc1ccc(Br)cc1
  0, -2, -4, i, 1.6, -1, 4, 0.9, 0
- Cc1nc2ccc(S(=O)(=O)NCC(=O)N3CCCC(C)C3)cc2s1 (stereo not drawn)
  1, -1, -1, i, -0.6, -12, -1, -0.1, 5
- COc1ccccc1CNC(=O)CN1C(=O)CSc2ccc(S(=O)(=O)N3CCCC3)cc21
  2, 0, -4, i, -0.3, 2, -7, 0.1, -3
- Cc1cc(C(=O)CCC(=O)NCc2ccccc2F)c(C)s1
  4, 11, -12, i, 0.7, 2, 2, -0.6, 2
- Cc1cc2cc(C)c(NCCNC(=O)c3ccccc3)nc2cc1C
  -1, -4, 2, i, 0.2, 5, 4, 0.1, -12
- O=C(N[C@@H](Cc1ccccc1)C(=O)N1CCN(S(=O)(=O)c2ccc(F)cc2)CC1)c1ccco1
  0, 0, 0, i, 0.7, -4, -5, 0.0, 5
- CNC(=S)N(CCc1c(C)[nH]c2ccccc12)Cc1cc(OC)c(OC)c(OC)c1
  4, -6, -3, i, -0.2, -2, -2, -0.2, -134
- C=CC[C@@H](CC(=O)N[C@@H](CO)Cc1ccccc1)C(=O)N[C@H](C)COC(=O)[C@@H](CC=C)Cc1ccc(F)cc1
  3, 0, -2, i, -0.9, 5, 1, -0.4, 13
- COc1ccc(C(C)NC(=O)C2CCN(CCOc3ccc(Cl)cc3Cl)CC2)cc1OC (stereo not drawn)
  -4, -14, 0, i, ., -2, -4, 0.2, 7
- O=C(/C=C/c1ccc2c(c1)OCO2)c1ccco1
  -1, 10, -8, i, 2.5, -1, 5, -0.4, 1
- CCn1cc(-c2cc(C(=O)O)c3ccccc3n2)cn1
  -1, -3, 0, ., 2.1, -1, -4, -1.4, 1
- CCCCCCOc1ccc(N2C(=O)CC(SC(=NCC)NCC)C2=O)cc1 (stereo not drawn)
  1, 4, -4, i, 0.3, 1, 1, -0.1, -12
- Cn1c(N2CCN(C(=O)NCc3ccccc3)CC2)nc2ccccc21
  1, -2, -7, i, -0.6, -8, -2, -0.6, -11
- O=C1CCCC/C=C\C[C@H](CC(=O)N(CCO)Cc2ccccc2)C(=O)NCCO1
  2, 1, -5, i, -1.0, -2, -1, -0.1, -3
- COc1cc(NC(=O)C/C(C)=N/NC(=O)c2cccs2)c(OC)cc1Cl
  5, -12, 2, i, 1.7, 2, -4, -0.1, -5
- COc1cnn(-c2ccc(Br)cc2)c(=O)c1SCc1ccccc1
  0, 1, -1, i, -0.4, 4, 5, -0.1, -1
- O=C(CNC(=O)c1ccc(F)cc1)Nc1ccccc1C(F)(F)F
  -2, 1, -4, i, 1.7, -5, -3, -0.3, -2
- CCOC(=O)c1c(C)[nH]c(C(=O)CSc2ccc(Cl)cc2)c1C
  6, 9, -5, i, -0.1, -2, 2, -1.1, 5
- N#CC1=C(SCc2ccccc2)NC2=C(C(=O)CCC2)C1c1ccc2c(c1)OCO2 (stereo not drawn)
  0, 4, -2, i, 1.8, 13, 2, -0.2, 11
- CC(C)N(C(=O)[C@H]1C[C@H](CC(=O)NCCC2=CCCCC2)C(=O)N2CCc3c([nH]c4cc(-c5ccco5)ccc34)[C@]12C)C(C)C
  -3, 12, 1, ., 0.8, 25, 6, -0.4, 14
- CC(C)(C)OC(=O)N[C@@H](Cc1ccccc1)C(=O)N1CCC(C(=O)O)CC1
  4, 2, -1, i, -0.4, -4, -1, -0.4, -7
- CC1=CCC2([N+](=O)[O-])CN(CC(=O)O)CC1([N+](=O)[O-])C2 (stereo not drawn)
  -2, -7, -8, i, -0.9, -11, -12, -0.8, -7
- O=C(CCl)NN1C(=O)NC2(CCCCC2)C1=O
  1, -4, -3, i, 1.3, -8, 2, -0.1, -4
- O=C(N/N=C/c1cn(-c2cccs2)nc1-c1ccccc1)c1ccccc1Br
  -2, -6, -3, i, 6.5*, 31, -7, 0.5, -1
- COCCCNC(=O)/C(C#N)=C/c1ccc(OCC(=O)O)c(OC)c1
  -2, -3, -5, i, 4.0, -3, 49, -0.5, 22

Record cards, from the list above. Values in the order: Rin1 Abl inh, E coli Lon inh, MsrA act, Neddyl block, MsrA inh, FAS TE block, CSN inh, Tb MetRS inh, MLLE-PAM2 inh
`CC(C)N(C(=O)[C@H]1C[C@H](CC(=O)NCCC2=CCCCC2)C(=O)N2CCc3c([nH]c4cc(-c5ccco5)ccc34)[C@]12C)C(C)C` is listed with -3, 12, 1, ., 0.8, 25, 6, -0.4, 14
`O=C(CNC(=O)c1ccc(F)cc1)Nc1ccccc1C(F)(F)F` is listed with -2, 1, -4, i, 1.7, -5, -3, -0.3, -2

Next part
Results follow in this order: Rin1 Abl inh, E coli Lon inh, MsrA act, Neddyl block, MsrA inh, FAS TE block, CSN inh, Tb MetRS inh, MLLE-PAM2 inh
- O=[N+]([O-])c1ccc(OCCCOc2cccc3cccnc23)cc1
  -3, -10, -3, i, 0.5, 15, 4, -0.1, 2
- Cc1cn([C@H]2C[C@H](O)[C@@H](CNCc3cccn3-c3nccs3)O2)c(=O)[nH]c1=O
  1, 6, 1, i, 2.7, -7, -3, -0.9, 2
- CCN1C(=O)[C@H]2[C@@H](c3ccc(OC)cc3)N[C@]3(CCCN(Cc4ccc(OC)cc4)C3=O)[C@H]2C1=O
  -1, -6, -3, i, 0.9, -8, 3, -0.8, 9
- c1ccc(N2CCN(c3nc(-c4ccccn4)nc4ccccc34)CC2)cc1
  3, 0, -9, i, 4.1, -6, 5, -1.7, -4
- CSc1sc(C(=O)NC(=O)NCc2ccncc2)c(C)c1-c1ccon1
  1, -1, -5, i, 0.0, 23, -2, -0.2, 10
- COC(=O)c1ccc2nc(-c3ccco3)c(Cc3ccc(OC)cc3C)n2c1
  -3, -25, -9, i, 1.0, -2, 14, -0.5, -33
- COc1ccc(-n2c(Cc3cccn3C)nnc2SCC(=O)Nc2cccc(F)c2)cc1
  0, 10, 0, i, 0.8, 3, 1, 0.1, -33
- COc1ccc(NC(=O)c2sc3nc(C)nc(N4CCN(c5ccccn5)CC4)c3c2C)cc1Cl
  1, -14, -6, i, 2.2, 35, -2, -0.9, 3
- Cc1ccc(Cn2c(=N)n(CC(=O)c3ccccc3)c3ccccc32)cc1
  5, 2, -13, i, -0.3, 64*, 6, -1.3, 19
- NS(=O)(=O)c1ccc(CCNC(=O)CSc2nc3ccsc3c(=O)n2CCCCC(=O)O)cc1
  2, 0, -3, i, -0.4, -4, -1, 0.6, -10
- C=C(C)C1CC=C(CN2CCC(O)CC2)CC1 (stereo not drawn)
  0, 0, -9, i, 0.6, -4, -3, -0.6, -2
- CC(c1ccc(Cl)cc1)n1c(-c2ccc3ccccc3n2)n[nH]c1=S (stereo not drawn)
  1, -12, -8, i, 0.4, 10, -2, -1.1, -39
- O=C(O)c1cccc2c1-c1c(cccc1[N+](=O)[O-])C2
  1, -19, -3, i, 5.9*, -1, -5, 0.3, 0
- CCCCN(C)C(=O)c1nc2ccccn2c1CNCCCn1nnc2ccccc21
  -1, 0, 3, i, -2.0, -4, -7, -0.6, -7
- CCC(C)(C)NC(=O)C(c1ccccc1)N(Cc1cccs1)C(=O)Cn1nnc2ccccc21 (stereo not drawn)
  3, 2, 0, i, -0.5, 4, 1, 0.4, -11
- Cc1nc(NC2=NCN(Cc3cccnc3)CN2)nc2ccccc12
  4, -3, 0, i, 0.3, -9, 0, 0.2, 0
- CCOC(=O)N1CCN(S(=O)(=O)c2ccc(C)cc2)C1
  -1, 2, -6, i, -0.8, -5, 2, -0.6, -5
- O=C(Cc1cccc2ccccc12)Nc1ccc2c(c1)C(=O)NC2=O
  -4, 2, -2, i, 1.4, -2, 0, -0.4, -1
- CC(C)Cn1c(CN(C)Cc2ccccc2)nc2c1c(=O)n(C)c(=O)n2C
  0, 4, -1, i, 2.3, -3, 4, -0.3, 0
- O=C(CN(c1ccccc1)S(=O)(=O)c1ccccc1)NCCSc1ccccn1
  0, -9, -6, i, 1.9, -2, -4, -0.4, -22
- OC(COc1ccccc1)Cn1c2ccccc2c2ccccc21 (stereo not drawn)
  -1, 7, -5, i, -1.3, 7, -12, -0.3, 7
- COc1ccc(C(=O)NCCNc2nc3cc(C)cc(C)c3cc2C#N)c(OC)c1
  ., ., ., ., -0.9, ., 0, -0.1, .
- C=CCOC(=O)C1=C(C)N=c2s/c(=C3\C(=O)N(CC(=O)O)c4ccccc43)c(=O)n2C1c1ccc(OC)cc1 (stereo not drawn)
  -1, -1, -1, i, -0.4, 8, 2, -0.1, -14
- N#C/C(=C/c1ccco1)c1nc2ccccc2s1
  3, 1, -4, i, 1.3, 6, 3, 0.2, -24
- CN(C)/C=N/C(=S)Nc1ccc(F)cc1
  -2, 4, -2, i, 0.1, -8, -3, -0.2, -19
